sPLA2-III inh = human group III sPLA2 inhibitors, primary screen, biochemical, QFRET, BODIPY PC-A2 liposome substrate. QFRET BODIPY PC-A2 liposome hydrolysis, fluorescence. inhibition, % at 12.2 µM. 0.56% of 370,000 active. AID 743126, 2013;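 active means inhibition above mean plus 3 SD of compounds lying within the high and low control bounds, cut at about 19% in these data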;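 further: 0% = median of test compound wells and 100% = no enzyme DMSO wells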
ADAM10 inh = human ADAM10 inhibitors, primary screen, biochemical, QFRET, HTS; Disintegrin and metalloproteinase domain-containing protein 10 (Homo sapiens), O14672; recombinant ADAM10, EDANS/DABCYL FRET peptide cleavage, 3 h; inhibition, % at 7 µM; 0.62% of 370,000 active;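 active means inhibition above a per-campaign cutoff equal to the mean of compounds falling between control-based bounds plus 3 SD, cut at about 20% in these data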;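 further: 0% = DMSO wells while the 100% control is not disclosed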
GAA850 FXN act = FXN promoter activators, primary screen, cell-based, luciferase luminescence, HEK293 lucGAA850; 0.56% of 360,000 active; HEK293 lucGAA850 FXN promoter luciferase reporter, 24 h; percent of 10 µM SAHA response; AID 540364, 2011; activation, % at 6 µM;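 active means activation above the average of all compounds screened plus 3 SD, cutoff fixed separately per campaign, cut at about 7.5% in these data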;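 further: 0% = DMSO wells and 100% = 10 µM SAHA wells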
DAX1 inh-1 = DAX1 (NR0B1) inhibitors on StAR promoter, primary screen, cell-based, luminescence, SF-1 (NR5A1), full-length DAX-1; HEK293T StAR-luciferase reporter, SF-1/DAX-1 repression relief; AID 652010, 2013; inhibition, % at 6.8 µM; 1.1% of 370,000 active;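 active means inhibition above the mean over all tested compounds plus 3 SD, cut at about 3.6% in these data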;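 further: 0% = DAX-1 cells with DMSO and 100% = cells lacking DAX-1 with DMSO; higher inhibition means more luminescence from relief of DAX-1 repression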
NPR1 activator = GC-A stimulated cGMP production enhancers – HEK293 GC-A cells, cGMP TR-FRET, EC30 ANP, primary screen. 0.14% of 370,000 active. activation, % at 10 µM. Atrial natriuretic peptide receptor 1 (Homo sapiens), P16066. 0% at EC30 ANP, 100% saturating ANP; in the data active means activation above about 40%
Target sequence (P16066 whole entry, looked up): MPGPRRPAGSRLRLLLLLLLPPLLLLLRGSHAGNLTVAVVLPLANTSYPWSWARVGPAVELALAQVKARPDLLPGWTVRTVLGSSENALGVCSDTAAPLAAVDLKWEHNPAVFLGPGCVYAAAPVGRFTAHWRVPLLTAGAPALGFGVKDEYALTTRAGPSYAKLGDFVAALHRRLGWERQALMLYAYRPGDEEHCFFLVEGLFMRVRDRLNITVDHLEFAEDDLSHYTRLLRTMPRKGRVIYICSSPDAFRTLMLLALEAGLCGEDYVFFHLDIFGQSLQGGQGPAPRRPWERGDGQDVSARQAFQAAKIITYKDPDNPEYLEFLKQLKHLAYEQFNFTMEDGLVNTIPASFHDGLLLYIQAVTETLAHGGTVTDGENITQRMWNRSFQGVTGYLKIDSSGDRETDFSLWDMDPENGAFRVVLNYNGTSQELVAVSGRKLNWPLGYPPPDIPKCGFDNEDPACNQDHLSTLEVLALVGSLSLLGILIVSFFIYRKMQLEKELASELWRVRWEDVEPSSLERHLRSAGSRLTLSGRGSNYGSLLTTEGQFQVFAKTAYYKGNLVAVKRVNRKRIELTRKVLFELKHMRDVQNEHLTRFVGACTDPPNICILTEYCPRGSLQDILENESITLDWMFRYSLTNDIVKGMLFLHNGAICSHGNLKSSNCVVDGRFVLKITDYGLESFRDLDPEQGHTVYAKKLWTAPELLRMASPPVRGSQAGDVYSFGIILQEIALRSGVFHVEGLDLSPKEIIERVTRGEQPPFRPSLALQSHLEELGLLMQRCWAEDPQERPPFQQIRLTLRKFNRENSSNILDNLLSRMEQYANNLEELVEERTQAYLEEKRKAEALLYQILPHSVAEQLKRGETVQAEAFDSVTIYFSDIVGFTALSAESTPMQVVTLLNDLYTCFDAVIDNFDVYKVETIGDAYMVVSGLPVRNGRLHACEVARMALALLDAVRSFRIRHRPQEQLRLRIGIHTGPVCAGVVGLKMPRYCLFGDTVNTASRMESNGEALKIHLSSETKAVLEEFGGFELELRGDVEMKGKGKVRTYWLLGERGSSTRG
ssDAF12 agonist = S. stercoralis DAF-12 nuclear receptor activators, primary screen, cell-based, luminescence, HEK293, GRIP1 co-expression, lit1-tk-luc; HEK293 ssDAF-12/GRIP1 lit1-tk-luc reporter; % of 3 µM dafachronic acid response; activation, % at 6.8 µM; 1% of 370,000 active; AID 652126, 2013;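 active means activation above the mean over all tested compounds plus 3 SD, cut at about 0.9% in these data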;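 further: 0% = DMSO-only wells and 100% = 3 µM delta7-dafachronic acid wells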
DAX1 inh-2 = DAX1 (NR0B1) inhibitors, primary screen, cell-based, HEK293, Gal4-DAX1, luciferase luminescence; Nuclear receptor subfamily 0 group B member 1 (Homo sapiens), P51843; HEK293 Gal4-DAX1 luciferase reporter; inhibition, % at 6.75 µM; 0.99% of 340,000 active; AID 504766, 2011;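 active means inhibition above the mean over all tested compounds plus 3 SD, cut at about 4.2% in these data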;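 further: 0% = DAX1-transfected cells with DMSO and 100% = empty-vector control cells with DMSO; inhibition shows as a rise in luminescence from relieved DAX1 repression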
hgDAF-12 ag = H. glycines DAF-12 receptor agonists, primary screen, cell-based, luminescence, HEK293, GAL4 fusion, UAS-luciferase; activation, % at 6.8 µM; HEK293 GAL4-hgDAF12 UAS-luciferase reporter, agonist luminescence; normalized to butyrate control; 1.8% of 370,000 active;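 active means activation above a cutoff set at the mean of all screened compounds plus 3 SD, cut at about 10% in these data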;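 further: 0% = DMSO wells and 100% = sodium butyrate wells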
hcDAF-12 act = H. contortus DAF-12 nuclear receptor activators, primary screen, cell-based, luminescence, HEK293, lit1-tk-luc reporter | HEK293 hcDAF-12 lit1-tk-luc reporter; 0% DMSO, 100% Δ7-dafachronic acid | activation, % at 6.8 µM | 1.4% of 370,000 active | AID 652067, 2013;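 active means activation above the mean of all tested compounds plus 3 SD, cut at about 5.5% in these data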;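 further: 100% = response to 3 µM Δ7-dafachronic acid high control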
GC-B act = human GC-B receptor activators, primary screen, HEK293 GC-B cells, cGMP TR-FRET, EC30 CNP. AID 1920062, 2024. Atrial natriuretic peptide receptor 2 (Homo sapiens), P20594. 0.11% of 370,000 active. activation, % at 10 µM. 0% at EC30 CNP, 100% saturating CNP;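 active means activation at 10 µM reaching about 35% in either raw or pattern-adjusted values, limit read from the data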
SMARCA2 activ = SMARCA2 (BRM) function activators, primary screen, cell-based, luminescence, high throughput. MG213 cells, MMTV-luciferase reporter, dexamethasone, overnight. activation, % at 9.1 µM. 1% of 370,000 active. AID 652017, 2013; in the data active means activation above about 7.8%;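 further: 0% = vehicle wells and 100% = reference activator wells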
* hit, by the source's call; i = inactive; . = not tested or not shown.

SMILES	sPLA2-III inh	ADAM10 inh	GAA850 FXN act	DAX1 inh-1	NPR1 activator	ssDAF12 agonist	DAX1 inh-2	hgDAF-12 ag	hcDAF-12 act	GC-B act	SMARCA2 activ
COc1ccc(CCNC(=O)Cn2cnc3ccccc3c2=O)cc1OC	13	2	2.5	-0.2	2	-1.6	-0.9	-0.4	-1.2	1	-4
O=C(CS(=O)c1ccc(Br)cc1)N1CCOCC1 (centres undefined)	-1	0	1.4	0.5	1	-1.1	2.9	-0.9	-1.0	1	-3
CC(C)C(NC(=O)c1ccccc1)c1nnc(SCC(=O)NC2CCCC2)n1C (centres undefined)	10	1	0.2	0.2	0	-1.0	-1.1	-1.8	-1.1	3	-2
O=C(CSc1ccc(Br)cc1)Nc1ccccc1Oc1ccccc1	3	4	1.3	0.7	-5	-1.2	-0.6	-0.8	0.0	-18	0
CC1(C(=O)NCc2cccc3ccccc23)CCN1C(=O)C1(c2ccccc2)CC1 (centres undefined)	2	-7	-0.9	-0.5	-3	-0.9	.	-1.8	-1.9	-5	-2
Cc1ccc(NC(=O)COC(=O)C(NS(=O)(=O)c2ccc(Cl)cc2)C(C)O)c(Br)c1 (centres undefined)	-20	14	-0.7	-1.5	-4	-0.6	-0.6	1.0	2.5	2	-4
CCC(C)CCN1CCN=C1N(C)C (centres undefined)	8	4	1.7	0.8	0	-1.0	0.0	-0.6	-1.0	-1	-1
O=C1CSC(=Nc2ccc(F)cc2)N1	-3	4	-1.7	-0.3	0	-1.0	-1.2	-1.8	-2.2	3	2
N#CCCN(C(=O)COC(=O)CNS(=O)(=O)c1ccc2ccccc2c1)c1ccccc1	-3	-2	1.1	2.1	1	-1.9	1.2	-2.6	-0.9	-7	-3
Cc1ccc(C(=O)NC(=S)Nc2ccc3[nH]c(=O)[nH]c3c2)cc1C	8	-5	3.9	-0.3	-4	-0.7	-1.3	-3.8	-0.3	-7	-3
CC(=O)Nc1cccc(NC(=O)CN2c3cccc4cccc(c34)S2(=O)=O)c1	-10	-231	2.9	-0.8	1	-1.1	0.4	-1.6	0.0	-7	-3
C[C@@H](C(=O)Nc1ccc(OC(F)F)c(Cl)c1)N1C(=O)C2CC=CCC2C1=O (some centres undefined)	-5	0	-2.3	-1.4	-2	-1.0	0.5	1.2	-0.1	2	-4
CN1CCCCC1(C)C(=O)NCc1ccc(C(C)(C)C)cc1 (centres undefined)	-7	0	1.3	0.3	-3	-1.4	.	1.1	-1.1	2	-2
CCOc1cc(/C=N/NC(=O)C2CCCC2)ccc1OC(C)C	6	8	2.0	-0.3	0	-1.0	0.5	2.1	-1.4	4	5
Cc1nc2nc(C)c(NS(=O)(=O)c3ccc(C(C)(C)C)cc3)c(=O)n2[nH]1	-4	-8	-1.1	0.2	-1	-1.4	-2.0	0.0	-0.1	-2	-1
Cc1ccc(CN(C)C(=O)c2ccccc2NC(=O)c2ccccc2)o1	8	1	0.4	-2.1	-1	-1.7	-0.4	-3.0	-0.1	-1	-3
CCC(=O)N1CCN(c2ccc(NC(=O)COc3cccc(C)c3C)cc2)CC1	2	-1	0.9	-0.9	1	-0.9	0.0	1.0	4.3	2	-2
O=C(COC(=O)C1CCN(S(=O)(=O)c2ccc3c(c2)OCCO3)CC1)Nc1ccccc1OC(F)F	-14	12	0.9	-0.3	-2	-0.9	-0.3	0.0	0.3	3	0
O=C(Cc1ccc(S(=O)(=O)N2CCOCC2)s1)NCCOc1ccccc1	-6	-6	1.4	-0.3	-1	-0.5	1.6	0.1	-1.0	6	-2
Cc1ccccc1CN1C(=O)CN(S(C)(=O)=O)CC1(C)C(=O)NC(C)C (centres undefined)	-1	-11	.	-0.4	1	-0.6	.	1.1	-1.1	-4	-1
COc1cc(/C=N/O)ccc1OCc1ccccc1Cl	-5	-2	12*	2.3	8	0.2	1.1	14*	5.2	-6	3
Cc1nn(C2CCS(=O)(=O)C2)c2nc(C3CC3)cc(C(=O)Nc3cccc(C#N)c3)c12 (centres undefined)	-6	-35	-2.3	-5.3	-4	-1.1	-0.4	-0.1	-0.9	-6	-1
CC(C)C(NC(=O)c1ccccc1NC(=O)c1ccco1)C(=O)NNC(=O)c1ccncc1 (centres undefined)	-1	6	1.0	0.5	-3	-1.1	1.4	-0.9	-1.9	-5	-1
Cc1ccc(S(=O)(=O)N2CCN(C(=O)COC(=O)CNC(=O)c3ccc(Cl)cc3Cl)CC2)c(C)c1	-6	0	1.0	-1.1	-1	-1.3	0.0	-1.7	-0.7	-5	-2
Nc1nc(N)c(C=Nc2ccc(Br)cc2)c(Nc2ccc(Br)cc2)n1	-2	4	6.8	0.4	-7	-1.0	-0.4	3.1	1.8	-3	2
Going on with the list.
SMILES	sPLA2-III inh	ADAM10 inh	GAA850 FXN act	DAX1 inh-1	NPR1 activator	ssDAF12 agonist	DAX1 inh-2	hgDAF-12 ag	hcDAF-12 act	GC-B act	SMARCA2 activ
CCCn1c(NC(=O)CCS(=O)(=O)c2ccc(C)cc2)nc2ccccc21	0	-39	-2.9	-1.6	7	-1.1	0.1	-2.2	-1.3	1	-2
CCN(CC)C(=O)CNC(=O)c1nn(-c2ccc(OC)c(Cl)c2)c(=O)c2ccccc12	-15	13	2.6	-0.2	1	-1.7	-1.6	-4.7	-3.0	-3	-2
CC1(C(=O)Nc2ccc3c(c2)OCO3)CCN1C(=O)c1ccco1 (centres undefined)	0	1	-0.6	-0.5	3	-0.9	.	-0.1	-0.3	-3	0
CCN(CC)S(=O)(=O)c1ccc2oc(SCC(=O)NC3CC3)nc2c1	-2	1	-0.7	2.4	1	0.3	0.5	0.1	1.8	5	-1
CCOc1ccccc1OCCCC(=O)OCC(=O)Nc1cccc(Cl)c1	-9	9	-1.3	-0.4	1	-1.0	-0.5	-1.6	-0.5	-1	-2
O=C(O)c1ccccc1C(=O)Nc1nc(-c2ccccc2)cs1	-4	7	-0.5	-0.3	2	-1.4	-0.1	0.7	-1.5	2	-2
O=C(NC1CCCC1)c1ccc(CS(=O)Cc2ccc(Cl)cc2)o1 (centres undefined)	6	-16	0.1	-0.1	-2	-1.2	-0.3	-2.7	-0.5	3	-3
CCn1c(SCC(=O)Nc2nonc2C)nnc1-c1ccoc1C	-1	-1	-2.0	0.5	1	-1.1	0.2	1.5	0.1	1	0
CCOC(=O)C1CCc2c(ccc3ccccc23)N1CCC#N (centres undefined)	10	i	-0.5	0.1	-12	-1.4	0.2	-0.7	-1.4	-5	0
COc1ccccc1CCC(=O)N(Cc1ccccc1)c1c(N)n(Cc2ccccc2)c(=O)[nH]c1=O	-7	10	-0.7	0.5	-2	-0.9	0.3	-1.1	0.9	7	4
CCS(=O)(=O)Nc1cccc(C2=NN(S(=O)(=O)CC)C(c3ccccc3)C2)c1 (centres undefined)	-13	0	-0.2	-0.8	1	-1.0	-1.2	-0.9	1.3	2	1
CC(=Nc1ccccc1)c1sc2ccccc2c1O	3	-1	5.5	2.3	-5	2.1*	3.4	17*	20*	0	2
CCOc1ccc(OCCCCn2cnc3ccccc3c2=O)cc1	0	6	-0.3	-0.9	-1	-1.5	1.1	4.0	0.2	-1	1
CC1CN(C(=O)c2ccc(S(=O)(=O)Nc3cccc(C(F)(F)F)c3)cc2)CC(C)O1 (centres undefined)	-7	-10	1.1	-1.7	1	-1.6	0.0	-1.9	0.4	-2	-2
O=CN1CCc2scc[n+]2-c2ccccc21	3	-1	0.2	0.1	-2	-0.7	-0.3	1.3	-0.3	3	-1
CCn1c(=O)n(CC)c2cc(N3CCCC3)c(NC(=O)c3ccc(C)cc3)cc21	4	-85	2.8	0.1	2	-0.7	-0.8	-0.6	1.0	-1	0
Cc1ccc(NC(=O)CS(=O)CC(=O)NC(C)CCc2ccco2)cc1Cl (centres undefined)	-25	-2	-2.3	-0.3	-5	-1.2	1.5	-1.8	-1.3	1	-1
CCOc1ncccc1-c1nc(-c2cccs2)no1	4	0	4.2	-0.1	3	0.4	1.7	4.1	9.8*	-3	2
CCOC(=O)C1=C(O)/C(=C/c2ccc(OCC(=O)O)c(OCC)c2)SC1=Nc1ccc(OC)cc1	2	-2	3.1	0.4	-10	0.0	1.2	0.6	1.1	0	-3
CCN(CC)c1ccc(C2C3CCCCC3(O)CCN2CC(=O)N2CCCCC2)cc1 (centres undefined)	4	-6	3.9	-0.3	-2	-1.4	-0.7	2.1	-2.0	5	-3
CCc1nnc(NC(=O)CSc2nnc(-c3cccnc3)n2C)s1	3	1	3.1	-0.3	6	-1.6	.	1.2	-0.2	4	1
CC(=O)Nc1ccc(NC(=O)CN(C)S(=O)(=O)c2ccc3c(c2)CCC(=O)N3)cc1	2	2	0.8	0.3	-3	-1.0	0.6	-0.9	0.8	-1	-1
CCOc1ccccc1OCCCC(=O)N1CCN(S(=O)(=O)c2ccc(C)cc2)CC1	-20	3	2.4	-0.8	1	-0.6	0.6	-3.0	-1.1	-7	-1
CC(C)C(=O)c1cn(CC(=O)N2CCCc3ccccc32)c2ccccc12	-4	3	-1.6	0.3	0	-1.0	-0.4	-1.4	-0.7	0	-2
NC(=O)c1ccsc1NC(=O)COC(=O)COc1ccccc1F	0	-6	0.7	0.0	3	-0.6	-0.9	-0.9	-0.4	-5	-2
Cc1ccc(P(=O)(CSC(=N)N)c2ccc(C)cc2)cc1	17	5	6.7	0.0	-7	-1.3	1.4	1.5	-0.4	-8	2
Cc1cc(Nc2nc3ccccc3[nH]c2=O)n(-c2ccccc2)n1	3	-2	0.2	-1.0	-1	-1.5	-1.9	-1.1	-2.2	-1	-5
O=C(Nc1ccccc1)C12CC3CC(C1)CC(n1cnc([N+](=O)[O-])n1)(C3)C2	-2	-8	0.8	-0.5	0	-0.2	-1.3	0.8	-2.5	1	0

Structural class: those above containing two or more sulfur atoms.
SMILES	sPLA2-III inh	ADAM10 inh	GAA850 FXN act	DAX1 inh-1	NPR1 activator	ssDAF12 agonist	DAX1 inh-2	hgDAF-12 ag	hcDAF-12 act	GC-B act	SMARCA2 activ
O=C(Cc1ccc(S(=O)(=O)N2CCOCC2)s1)NCCOc1ccccc1	-6	-6	1.4	-0.3	-1	-0.5	1.6	0.1	-1.0	6	-2
CCN(CC)S(=O)(=O)c1ccc2oc(SCC(=O)NC3CC3)nc2c1	-2	1	-0.7	2.4	1	0.3	0.5	0.1	1.8	5	-1
CCS(=O)(=O)Nc1cccc(C2=NN(S(=O)(=O)CC)C(c3ccccc3)C2)c1 (centres undefined)	-13	0	-0.2	-0.8	1	-1.0	-1.2	-0.9	1.3	2	1
CCc1nnc(NC(=O)CSc2nnc(-c3cccnc3)n2C)s1	3	1	3.1	-0.3	6	-1.6	.	1.2	-0.2	4	1

Assay outcomes as filed in PubChem BioAssay.
